Bioassay records deposited in PubChem by National Center for Advancing Translational Sciences (NCATS).
mIDH1 inhibitor = qHTS for Inhibitors of mutant isocitrate dehydrogenase 1 (IDH1): qHTS; 0.093% of 390,000 active; Potency, µM (titrated, usually from 76.6 µM), for inactives: at the top dose activity change, negative = inhibition, most hits filed as inhibitors; Isocitrate dehydrogenase [NADP] cytoplasmic (Homo sapiens), O75874; IDH1-R132H enzyme, NADPH consumption, diaphorase/resazurin fluorescence; note: potency is the fitted concentration of half-maximal effect; % is set by controls: 0 for no effect and ±100 for the full control effect; nearly all actives have a fitted effect of over 65% in size
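IDH1-R132H (0.5 ug/mL dispensed) in pH 7.5 Tris buffer was preincubated 30 min with compound, then given a substrate mix of 0.016 mM NADPH and 2 mM alpha-KG for 80 min at room temperature; remaining NADPH was read by diaphorase/resazurin fluorescence.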
USP1 inh = Inhibitors of USP1/UAF1: Primary Screen | recombinant USP1/UAF1, Ub-Rhodamine cleavage fluorescence | 0.23% of 390,000 active | Ubiquitin carboxyl-terminal hydrolase 1 (Homo sapiens), O94782 | Potency, µM (titrated, usually from 57.1 µM), for the others: at the highest dose activity change, negative = inhibition, usual class: inhibitors; note: potency is the fitted concentration of half-maximal effect; % is set by controls: 0 for no effect and ±100 for the full control effect; nearly all actives have a fitted effect of over 60% in size; inactives centre near -12
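1 nM enzyme complex + cpd, 15 min RT; start with Ub-Rho 150nM final; kinetic fluorescence ex 480/em 540, 6 reads q60 s. Buffer 50mM HEPES pH 7.8, 0.5mM EDTA, 0.1 mg/ml BSA, 1mM TCEP, 0.01% Tween-20.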
LDHA block = qHTS assay for inhibitors of human lactate dehydrogenase; 0.15% of 480,000 active; activity change, % (values are at about 110 or 230 µM); L-lactate dehydrogenase A chain (Homo sapiens), P00338; purified LDHA, NADH/diaphorase-resazurin fluorescence; active compounds read low; AID 1347041, 2019; in the data active = activity change below about -30%; inconclusive = mostly about -25% to -30%;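 note: plate controls were DMSO wells for no effect and wells without enzyme for full effect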
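Human LDH5 (2 nM) was incubated with 0.06 mM NADH and 0.2 mM pyruvate for 5 min at room temperature in Tris pH 7.4. Remaining NADH was coupled through diaphorase/resazurin, and resorufin fluorescence was read at 0 and 20 min.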
Vif-A3G inh = qHTS for Inhibitors of Vif-A3G Interactions: qHTS. AID 602310, 2012. Potency, µM (highest dose often 46.1 µM), inactives show at the highest dose activity, negative = active, usual class: inhibitors. HeLa A3G-eYFP + Vif (tagged APOBEC3G with the HIV-1 protein that degrades it), YFP fluorescence, overnight. 0.076% of 410,000 active. DNA dC->dU-editing enzyme APOBEC-3G (Homo sapiens), Q9HC16;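 note: potency is the fitted concentration of half-maximal effect; % is set by controls: 0 for no effect and ±100 for the full control effect; nearly all actives have a fitted effect of over 60% in size; hits raise eYFP signal because A3G escapes Vif-driven loss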
Target sequence (Q9HC16 whole entry, looked up): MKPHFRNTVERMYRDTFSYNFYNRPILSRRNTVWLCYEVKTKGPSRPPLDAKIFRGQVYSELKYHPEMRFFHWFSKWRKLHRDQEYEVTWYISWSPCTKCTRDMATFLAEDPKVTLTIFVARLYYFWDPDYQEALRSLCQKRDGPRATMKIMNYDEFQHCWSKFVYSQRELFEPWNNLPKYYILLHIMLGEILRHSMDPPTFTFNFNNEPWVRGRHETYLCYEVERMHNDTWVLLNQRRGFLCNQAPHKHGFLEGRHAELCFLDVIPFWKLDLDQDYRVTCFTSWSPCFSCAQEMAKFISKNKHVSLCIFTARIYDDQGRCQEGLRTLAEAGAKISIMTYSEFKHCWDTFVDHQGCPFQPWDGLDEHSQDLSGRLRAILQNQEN
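HeLa cells stably expressing Vif and C-terminally eYFP-tagged A3G, seeded overnight at 37 deg C, then exposed to compound by pintool overnight at 37 deg C. Rise in yellow fluorescence (Ex 488/Em 500-530, Acumen) marks blocked Vif-driven A3G degradation.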
Glioma ERSR ind = qHTS for Inducers of the Endoplasmic Reticulum Stress Response (ERSR) in Human Glioma: qHTS; U87-MG GRP78 promoter luciferase reporter, 16 h; Potency, µM, for the others: at the highest dose activation, usual class: activators; 0.02% of 420,000 active; AID 602332, 2012; note: potency is the fitted concentration of half-maximal effect; series mostly up to about 76 µM; % of control where 0% means no effect; nearly all actives have a fitted effect of over 35% in size
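Stably transfected U87-MG human glioma cells carrying a GRP78-based luminescent sensor were seeded at 1000 cells/well, pin-dosed with compounds and incubated 16 h. Luciferase reagent was then added, and end-point luminescence was read after 10 min at room temperature.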
RGS4 inhibitor = Inhibitors of Regulator of G Protein Signaling (RGS) 4: qHTS | AID 504845, 2011 | Transcreener GDP fluorescence polarization, RGS4-accelerated GTP hydrolysis | Potency, µM (titrated, usually from 114 µM), inactives show at the top dose activity change, negative = inhibition, usual class: inhibitors | 0.039% of 390,000 active; note: potency is the fitted concentration of half-maximal effect; % is set by controls: 0 for no effect and ±100 for the full control effect; nearly all actives have a fitted effect of over 75% in size; some results filed as inactive show a strong effect at the top dose
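MLSMR compounds (23 nl, pin-transferred) preincubated 10 min at room temperature with a 500nM (2x) first reagent, then RGS4 at 900nM (2x) plus Transcreener GDP mix added; fluorescence polarization (620/688 nm) read before and after 90 min at 30 °C.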
TrxR1 substrate = qHTS Assay for Substrates of Mammalian Selenoprotein Thioredoxin Reductase 1 (TrxR1): qHTS; 0.01% of 390,000 active; Thioredoxin reductase 1, cytoplasmic (Rattus norvegicus), O89049; Potency, µM (top dose mostly 114 µM), for the others: at the highest dose activity change, negative = substrate turnover; purified TrxR1 substrate turnover, NADPH consumption readout; note: potency is the fitted concentration of half-maximal effect; % is set by controls: 0 for no effect and ±100 for the full control effect; nearly all actives have a fitted effect of over 50% in size
Target sequence (O89049 whole entry, looked up): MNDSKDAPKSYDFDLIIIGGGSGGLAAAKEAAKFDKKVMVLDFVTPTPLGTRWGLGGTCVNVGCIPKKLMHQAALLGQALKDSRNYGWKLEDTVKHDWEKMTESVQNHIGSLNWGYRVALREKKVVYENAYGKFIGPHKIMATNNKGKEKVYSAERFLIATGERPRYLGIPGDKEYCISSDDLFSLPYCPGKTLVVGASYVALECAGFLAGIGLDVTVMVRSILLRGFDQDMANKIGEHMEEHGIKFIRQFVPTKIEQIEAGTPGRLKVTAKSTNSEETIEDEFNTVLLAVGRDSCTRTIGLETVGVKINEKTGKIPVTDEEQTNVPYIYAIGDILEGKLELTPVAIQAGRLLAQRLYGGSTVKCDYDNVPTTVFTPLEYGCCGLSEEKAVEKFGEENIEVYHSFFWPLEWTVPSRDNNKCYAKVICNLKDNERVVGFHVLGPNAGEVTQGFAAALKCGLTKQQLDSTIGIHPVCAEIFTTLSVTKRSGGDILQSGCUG
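Rat TrxR1, dispensed at 90 nM, was prereduced with 400 uM NADPH (final) for 5 min at ~22 deg C, then incubated with compound 15 min before 400 uM selenite. A first-read NADPH fluorescence drop versus no-compound background flagged substrates.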
TrxR1 inh = qHTS Assay for Inhibitors of Mammalian Selenoprotein Thioredoxin Reductase 1 (TrxR1): qHTS. Potency, µM (doses to about 114 µM), for the others: at the highest dose activity change, negative = inhibition, hits mostly inhibitors. recombinant rTrxR1, NADPH fluorescence consumption, selenite substrate. 1% of 390,000 active. Thioredoxin reductase 1, cytoplasmic (Rattus norvegicus), O89049; note: potency is the fitted concentration of half-maximal effect; % is set by controls: 0 for no effect and ±100 for the full control effect; nearly all actives have a fitted effect of over 65% in size
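Rat TrxR1 (90 nM in the dispensed reagent) was pre-reduced with 400 uM NADPH for 5 min at room temperature, then incubated with compound for 15 min. After 400 uM selenite was added, NADPH fluorescence (Ex 340/Em 450 nm) was followed for 8 min.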
Vif-APOBEC3F blk = qHTS for Inhibitors of Vif-A3F Interactions: qHTS | HeLa A3F-eYFP + Vif (tagged APOBEC3F with the HIV-1 protein that degrades it), YFP fluorescence increase | Potency, µM (titrated, usually from 46.1 µM), for inactives: at the highest dose activity, negative = active | 0.2% of 390,000 active | AID 602313, 2012; note: potency is the fitted concentration of half-maximal effect; % of control where 0% means no effect; nearly all actives have a fitted effect of over 65% in size
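Fluorescence increase (Ex 488/Em 500-530) after overnight compound treatment at 37 deg C flags inhibition of Vif-driven A3F-eYFP loss in stable HeLa A3F-eYFP/Vif cells seeded overnight beforehand.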
The depositor's hits bear a star; ? = inconclusive; · = no result given; [ ] = dose if it differs, or a comment. Unless noted, calls come from the whole dose curve; as a rule, active = well fitted curve in the direction sought with a large enough effect; inconclusive = small, poorly fitted or top-dose-only effect, or another doubt; inactive = no such curve, though single readings can be large; an effect the other way counts as inactive or inconclusive. Only part of the results is shown; count on the stated rates, not on these rows.

SMILES	mIDH1 inhibitor	USP1 inh	LDHA block	Vif-A3G inh	Glioma ERSR ind	RGS4 inhibitor	TrxR1 substrate	TrxR1 inh	Vif-APOBEC3F blk
Cc1cccc(NC(=O)c2ccc3c(c2)OCCO3)n1	1.1%	-20.5%	2.4	2.2%	-11.6%	-21.7%	2.3%	18.6%	-1.2%
COc1cc2c(cc1OC)n(CC(=O)Nc1ccc(C)cc1C)c(=O)n1nc(-c3ccccc3)nc21	11.0%	-16.2%	1.0	2.0%	-2.1%	-3.7%	13.2%	25.6%	8.1%
O=C(NNS(=O)(=O)c1ccc(F)c(Cl)c1)c1cccc(S(=O)(=O)N2CCOCC2)c1	6.0%	-10.1%	-0.2	1.3%	-0.9%	19.3%	-5.5%	-1.3%	0.0%
CCn1c(SCC(=O)Nc2cc(F)ccc2C)nnc1-c1ccccc1O	0.1%	0.5%	-8.5	-5.7%	-1.0%	19.3%	-1.3%[57.1 µM]	-3.9%[57.1 µM]	-7.6%
O=C(CC12CC3CC(CC(C3)C1)C2)NC(Cc1ccccc1)C(=O)O (stereo not drawn)	-1.9%	-4.1%	-7.1	-6.4%	-1.4%	-6.5%	-2.4%	-0.7%	1.0%
Cc1ccc(S(=O)(=O)N2CCN(c3ncnc4c3cnn4-c3ccccc3)CC2)cc1	6.9%	8.2%	-5.7	5.5%	-2.4%	-4.0%	-14.3%	-10.3%	-3.6%
COc1ccc(NC(=O)CCNC(=O)C2CCN(S(=O)(=O)c3ccccc3)CC2)cc1OC	-6.3%	-6.0%	-7.7	-3.6%	-1.3%	·	·	·	-4.6%
COc1ccc([N+](=O)[O-])cc1NC(=O)COC(=O)C1CC1	-6.1%	-16.1%	-13.9	6.2%	-3.3%	-7.8%	11.0%[57.1 µM]	30.9%[57.1 µM]	1.0%
CN(C)c1ccnc(-n2cccc2/C=N/OCc2cccc(F)c2)c1C#N	8.9%	-16.9%	1.9	0.2%	-4.1%	22.9%	-5.3%[57.1 µM]	4.5%[57.1 µM]	-8.5%
CCCOc1ccccc1NC(=O)c1c(-c2ccccc2)noc1C	5.2%	?	0.0	-0.5%	-3.6%	-10.9%	2.1%	21.5%	4.6%
O=C(Cc1ccc(NC(=O)C2CCN(C(=O)C3CCC3)CC2)cc1)Nc1cccc(C(=O)N2CCCC2)c1	-6.6%	-26.7%	2.6	0.9%	-3.5%	7.7%	-2.8%	9.8%	-2.1%
CCCCSc1nnc([C@H](CC(C)C)NC(=O)OC(C)(C)C)o1	7.2%	-20.4%	-0.7	-1.5%	-1.2%	-6.0%	-13.0%	-10.7%	8.3%
CCOc1ccc(C2C(C#N)=C(N)Oc3cc(C)[nH]c(=O)c32)cc1OC (stereo not drawn)	0.0%	-4.4%	-5.6	-1.0%	-3.0%	13.7%	-0.8%	8.8%	-21.2%
O=S(=O)(c1ccccc1)c1nnn2c1nc(NC1CCCCCC1)c1sccc12	13.1%	-6.4%	4.2	3.7%	-2.3%	8.0%	9.8%	-0.3%	-21.7%
COc1cc(NC(C)CCCNC(C)C)c2ncccc2c1OC (stereo not drawn)	19.8%	?	24.7	-4.2%	-8.8%	-24.8%	0.4%	1.9%	-0.1%
COc1ccc(-c2[nH]ncc2CN2CCC(N3CCSCC3)CC2)cc1F	9.6%	-22.2%	-4.8	0.0%	-4.4%	7.1%	2.8%	13.2%	0.1%
O=[N+]([O-])c1nn(-c2ccc3c(c2)OCCO3)n(O)c1=NCCC1=CCCCC1	-2.8%	-17.9%	-5.0	-13.6%	0.4%	-4.4%	-7.6%	0.7%[57.1 µM]	-1.3%
CCC(=O)N1CCN(c2nc(CC)nc3sc4c(c23)CCCC4)CC1	-12.8%	-13.9%	-7.8	-6.2%	-4.3%	4.3%	-8.7%[57.1 µM]	-7.0%[57.1 µM]	4.7%
COc1ccc(S(=O)(=O)N2CCN(CC(=O)Nc3ccc(C)c(F)c3)CC2)cc1	-1.2%	-5.4%	-7.0	0.8%	-1.3%	-3.2%	-12.4%	?	-2.7%
Cc1cc(C(=O)CSc2ncn[nH]2)c(C)n1-c1cccc(S(=O)(=O)N2CCOCC2)c1	2.6%	-21.4%	-0.1	-0.2%	-4.6%	-35.1%	6.7%[57.1 µM]	5.5%[57.1 µM]	-0.9%
COc1ccc(OC)c(NC(=O)Nc2cc(NC(=O)Nc3cc(OC)ccc3OC)c(C)nc2C)c1	0.5%	-24.1%	-4.6	?	-4.9%	-13.9%	5.7%[57.1 µM]	7.1%[57.1 µM]	17.6%
CS(=O)(=O)c1nc(S(=O)(=O)c2ccc(Cl)cc2)c(N2CCC(C(N)=O)CC2)s1	-4.2%	-3.8%	-6.9	-1.0%	2.1%	-29.0%	-10.5%	31.6µM*	-7.5%
CCN(CC(=O)Nc1ccccc1Br)C1CCCCC1	-1.2%	-19.3%	-0.2	-4.1%	-3.0%	-6.9%	6.4%[57.1 µM]	3.0%[57.1 µM]	-27.1%
COc1ccc(Nc2nc(-c3ccccc3)nc3ccccc23)cc1S(=O)(=O)N1CCOCC1	3.7%	-23.3%	-2.1	-16.3%	-2.2%	-12.9%	80.7%[activator]	119.6%[activator]	-1.4%
Cc1ccc(NC(=O)c2csnn2)c(C)c1	1.8%	-8.8%	-0.7	-1.0%	1.3%	-20.2%[11.4 µM]	7.0%[57.1 µM]	5.7%[57.1 µM]	6.5%
O=[N+]([O-])c1ccc(O/N=[N+](\[O-])N2CCCCC2)c([N+](=O)[O-])c1	·	·	5.0	1.8%	-2.2%	·	-10.9%	22.4µM*	·
O=C(NC1CCCCC1)N1CCCCCC1	5.4%	-13.2%	-9.0	-8.5%	-1.2%	22.6%	4.8%[2.29 µM]	17.5%[2.29 µM]	-11.5%
c1ccc(C2=NNC(=NCc3ccc4c(c3)OCO4)SC2)cc1	-1.5%	-7.2%	-1.4	-0.8%	2.4%	-48.0%	0.6%	-17.0%	4.6%
CCc1ccc(NC(=O)c2ccc(F)c(S(=O)(=O)NCC3COc4ccccc4O3)c2)cc1 (stereo not drawn)	-3.9%	-15.9%	-2.2	4.8%	-3.5%	-1.2%	-10.4%	-5.1%	-0.8%
O=C(COc1ccc2ccc(=O)oc2c1)Nc1cccnc1	2.9%	-27.0%	-9.7	0.4%	-1.3%	6.7%	1.3%	31.6%	17.0%
CSc1ccc(CCNC(=O)c2ccc(-n3c(C)cc4c3CCC(C)C4)cc2)cc1 (stereo not drawn)	0.6%	-14.6%	-2.2	-8.8%	-3.4%	6.9%	-5.2%	-3.1%	8.0%
COc1ccc(OC)c(CNC(=O)C2CCN(S(=O)(=O)c3ccc4[nH]c(=O)oc4c3)CC2)c1	-6.5%	-12.2%	-1.9	-3.1%	-2.9%	30.0%	5.1%[57.1 µM]	14.4%[57.1 µM]	-2.0%
O=C(Cn1nnc2c(cnn2-c2ccccc2)c1=O)N1CCN(c2ccccc2F)CC1	-1.7%	-7.0%	-4.1	0.6%	-7.3%	-25.2%	-1.7%	4.2%	1.8%
CC1SCC(NC(=O)c2ccccc2Cl)CS1 (stereo not drawn)	9.8%	-13.5%	-1.0	2.3%	-2.7%	19.4%	7.2%	24.0%	0.2%
COc1ccc2nc(NC(=O)c3ccc(S(=O)(=O)N4CCC(C)CC4)cc3)sc2c1	-10.7%	-19.5%	-4.0	0.8%	-3.2%	5.4%	3.8%[57.1 µM]	40.0%[activator][57.1 µM]	-2.6%
Cc1ccc(N2C(=O)CC(NNc3nc4ccccc4s3)C2=O)cc1 (stereo not drawn)	-0.8%	-23.2%	-5.4	-5.0%	-2.0%	-10.1%	-4.2%	21.6%[0.0914 µM]	0.2%
CC1CCN(C(=O)CN2CCSc3ccc(S(=O)(=O)N(C)C)cc32)CC1	-0.5%	-24.9%	1.4	-0.6%	-1.8%	9.5%	-1.8%[57.1 µM]	5.6%[57.1 µM]	-5.0%
O/N=C/c1ccccc1OCc1ccccc1F	0.6%	-18.8%	-2.0	-7.6%	12.3%	-13.2%	2.0%	0.6%	-16.2%
